Source: PubChem (National Center for Advancing Translational Sciences (NCATS))
ELG1 DNA repair – qHTS screen for small molecules that inhibit ELG1-dependent DNA repair in human embryonic kidney (HEK293T) cells expressing luciferase-tagged ELG1. Potency, µM (top dose mostly 46.1 µM), inactives show top-dose activity change, negative = inhibition, usual class: inhibitors. HEK293T ELG1-luciferase reporter, luminescence, 16 h; DNA damage induced by 5-fluorouridine. 2.3% of 330,000 active. AID 504467, 2011; also: potency is read from the fitted curve at half-maximal effect; % is scaled to controls: 0 for no effect and ±100 for the full control effect; nearly all actives have a fitted effect of over 55% in size
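5-Fluorouridine DNA damage + compound/DMSO, 2,000 cells/well, 16 h, 37 °C/5% CO2. ONE-Glo, 30 min RT, luminescence. Readout = decrease in reporter signal.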
TRPV1 agonist – HTS Assay for Compounds that Act as Agonists of the Vanilloid Receptor 1; TRPV1-expressing cells, Fluo-8 calcium influx, agonist mode; Transient receptor potential cation channel subfamily V member 1 (Homo sapiens), Q8NER1; activation, % at 8.33 µM; AID 540275, 2011; 0.19% of 320,000 active; in the data active = activation above about 80%; inconclusive = between about 30% and that limit; also: 0% is about no effect
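TRPV1-expressing cells were cultured overnight at 35.5C and loaded with Fluo-8 calcium dye for 40 to 90 min at room temperature. After a 10 s baseline, compound was added and calcium influx was read kinetically for 3 min (ex 480/em 520 nm).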
KCNH2 3.1 inh – qHTS for Inhibitors of KCHN2 3.1: Mutant qHTS; Potassium voltage-gated channel subfamily H member 2, brain isoform KCNH2 3.1 (human); U2OS KCNH2 3.1, thallium flux FluxOr; stronger effect = lower value; activity change, % (tested at about 1.8 µM); 0.95% of 340,000 active;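 active = maximum activity change below -70%; inconclusive = maximum activity change from -70% to -50%; inactive = maximum activity change above -50%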;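 also: thallium influx rate constant from kinetic fluorescence after stimulation buffer; % is scaled to controls: 0 for no effect and ±100 for the full control effect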
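Steps: virus added to U2OS suspension (4 h, RT, dark); medium with 10% FBS added, cells plated, 37 C overnight; FluxOr/Red40 loading buffer 45 min RT; stimulation buffer, 2 min kinetic read; rate constant normalized.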
TCR activator – Activators of T cell receptors: qHTS campaign; primary human leukocytes, anti-CD3, IL-2 HTRF, 48 h; Potency, µM (highest dose often 9.22 µM), for the others: at the top dose activation of IL-2 secretion, most hits filed as activators; 330,000 tested, under 10 active; AID 504894, 2011; also: % of control where 0% means no effect
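IL-2 produced over 48 hr by a-CD3 bead-stimulated primary human leukocytes exposed to compounds was detected with a homogeneous time-resolved FRET immunoassay, 665nm acceptor signal after 320nm excitation.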
USP2a inh – qHTS Assay for Inhibitors of Ubiquitin-specific Protease USP2a Using CHOP2 as the Reporter; Ubiquitin carboxyl-terminal hydrolase 2 (Homo sapiens), O75604; USP2 core, Ub-CHOP2 coupled fluorogenic reporter, 485/531; Potency, µM (titrated, usually from 38.3 µM), for the others: at the top dose activity change, negative = inhibition, most hits filed as inhibitors; 0.01% of 330,000 active; AID 463254, 2010;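 also: potency is read from the fitted curve at half-maximal effect; plate controls were DMSO wells for no effect and full inhibition by NEM control for full effect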
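Deubiquitinase activity read as fluorescence (485/531 nm) after Ub-CHOP2 cleavage activates the enterokinase reporter on its substrate; USP2 core 10nM, Ub-CHOP2 and substrate 25nM each, 30min compound preincubation then 60min RT; data normalized to NEM, curves fitted.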
TSHR antagonist – Antagonists of the Thyroid Stimulating Hormone Receptor: HTS campaign. Thyrotropin receptor (Homo sapiens), P16473. TSHR-expressing cells, TSH-stimulated cAMP HTRF, 2 h; stronger effect = lower value. activity change, negative = inhibition, % at 11.5 µM. 0.2% of 330,000 active. AID 504810, 2011;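 active = activity change below a set negative limit, meaning inhibition stronger than a set level, cut at about -70% in these data; inconclusive = activity change between two set negative limits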; also: % is scaled to controls: 0 for no effect and ±100 for the full control effect
Target sequence (P16473 whole entry, looked up): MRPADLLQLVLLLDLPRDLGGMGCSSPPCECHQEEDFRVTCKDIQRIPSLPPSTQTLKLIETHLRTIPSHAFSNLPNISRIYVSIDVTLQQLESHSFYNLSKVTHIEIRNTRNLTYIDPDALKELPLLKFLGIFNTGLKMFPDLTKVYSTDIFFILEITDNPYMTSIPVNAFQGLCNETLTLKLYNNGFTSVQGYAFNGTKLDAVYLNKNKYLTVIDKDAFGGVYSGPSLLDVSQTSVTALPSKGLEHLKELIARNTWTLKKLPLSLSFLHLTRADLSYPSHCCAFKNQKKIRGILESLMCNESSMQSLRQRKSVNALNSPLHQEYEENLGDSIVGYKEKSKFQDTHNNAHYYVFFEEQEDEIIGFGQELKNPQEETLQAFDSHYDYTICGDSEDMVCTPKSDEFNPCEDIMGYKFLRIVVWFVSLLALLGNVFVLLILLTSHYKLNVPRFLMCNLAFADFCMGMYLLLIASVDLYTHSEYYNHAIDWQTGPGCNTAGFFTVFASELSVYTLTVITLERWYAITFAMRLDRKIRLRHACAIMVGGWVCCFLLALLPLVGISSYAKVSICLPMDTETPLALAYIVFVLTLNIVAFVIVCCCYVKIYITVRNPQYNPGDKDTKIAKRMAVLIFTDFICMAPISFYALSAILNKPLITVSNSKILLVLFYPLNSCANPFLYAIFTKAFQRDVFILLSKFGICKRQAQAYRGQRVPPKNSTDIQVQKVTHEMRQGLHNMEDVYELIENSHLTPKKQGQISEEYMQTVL
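TSHR-expressing cells, 200/well, pre-treated with compound, then stimulated with EC80 TSH (4nM final) for 2 hours at 37 deg C. cAMP measured by competitive HTRF: anti-cAMP cryptate antibody in lysis buffer plus cAMP-d2, read after 30 minutes at room temperature.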
Eya2 inh – qHTS Assay for Inhibitors of the Phosphatase Activity of Eya2. Potency, µM (doses to about 76.9 µM), inactives show top-dose activity, negative = inhibition, usual class: inhibitors. Protein phosphatase EYA2 (Homo sapiens), O00167. recombinant Eya2, OMFP fluorescence dephosphorylation (OMFP is methylfluorescein phosphate). 0.006% of 330,000 active. AID 488837, 2010; also: potency is read from the fitted curve at half-maximal effect; % is scaled to controls: 0 for no effect and ±100 for the full control effect
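Eya2 (0.2 uM) preincubated 10 min at ambient with compound, then OMFP substrate added at 50 uM; 10 min reaction in 50 mM HEPES pH 7.5, 50 mM NaCl, 5 uM MgCl2, 0.05% BSA, 1 mM DTT. Fluorescence read at Ex 485/Em 525 nm.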
Mito fusion yeast – qHTS Assay for Small Molecule Inhibitors of Mitochondrial Division or Activators of Mitochondrial Fusion; S. cerevisiae fusion-defective mutant growth rescue, CellTiterGlo 48 h; Potency, µM (top dose mostly 46.1 µM), for inactives: at the top dose growth rescue (activation), actives largely listed as activators; 0.23% of 320,000 active;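 also: potency is read from the fitted curve at half-maximal effect; % of control where 0% means no effect; nearly all actives have a fitted effect of over 45% in size; temperature-sensitive fusion mutants such as fzo1-1 at 37 °C on non-fermentable ethanol glycerol medium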
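Compounds are tested for their ability to restore growth of mitochondrial fusion-defective yeast strains at non-permissive 37C in YPEG medium over 48 hours. Viability is quantified by luciferase luminescence.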
AT treatment – qHTS Assay for Identifying a Potential Treatment of Ataxia-Telangiectasia; Potency, µM (top dose mostly 57.5 µM), without a hit: top-dose activation, hits mostly activators; AID 485349, 2010; 0.19% of 320,000 active; […] A-T fibroblasts, KAP-1 phosphorylation AlphaLISA; neocarzinostatin DNA damage 30 min before lysis; also: potency is read from the fitted curve at half-maximal effect; % of control where 0% means no effect; nearly all actives have a fitted effect of over 45% in size
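hTERT-immortalized A-T patient fibroblasts ([…]), 500 cells/well in OPTI-MEM, 1% FBS, got compounds for 60 min, then NCS for 30 min at 37C. Lysates were then assayed for phospho-KAP-1 by AlphaLISA (anti-pKAP1 donor, anti-KAP1 acceptor beads), 6 hr at 25C.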
KCNH2 WT inh – qHTS for Inhibitors of KCHN2 3.1: Wildtype qHTS; Voltage-gated inwardly rectifying potassium channel KCNH2 (Homo sapiens), Q12809; U2OS, BacMam KCNH2, thallium flux FluxOr; stronger effect = lower value; activity change, % at 1.84 µM; 0.37% of 340,000 active;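 active = maximum activity change below -70%; inconclusive = maximum activity change between -70% and -50%; inactive = maximum activity change above -50%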; also: % is scaled to controls: 0 for no effect and ±100 for the full control effect
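U2OS cells transduced with wild-type KCNH2 virus are loaded with FluxOr dye for 45 min, and thallium flux is measured in kinetic reads before and after stimulation buffer. Rate constants are normalized to DMSO controls.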
* marks the source's active call; other numbers are inactive results; ? = inconclusive; . = no result given; [ ] = dose if it differs, or a comment. Unless noted, calls follow the shape of the dose curve; as a rule, active = well fitted curve in the direction sought with a large enough effect; inconclusive = small, poorly fitted or top-dose-only effect, or another doubt; inactive = no such curve, though single readings can be large; an effect the other way counts as inactive or inconclusive. A portion of the library; count on the stated rates, not on these rows.

Each structure is followed by: TRPV1 agonist	Mito fusion yeast	AT treatment	KCNH2 3.1 inh	ELG1 DNA repair	TCR activator	USP2a inh	Eya2 inh	TSHR antagonist	KCNH2 WT inh
CCc1sc(N(C(=O)Cc2ccccc2)c2ccccc2)nc1-c1ccccc1
  0	5%	3%	-1	-1%	-3%	0%	11%	-4	28
CCOC(=O)C1CCCN(Cc2ccc(OC)c(OCc3ccccc3)c2)C1 (stereo not drawn)
  2	0%	3%	-27	-7%	-1%	-2%	4%	2	42
CN(C)C(=O)CCc1ccc2c3c([nH]c2c1)[C@]1(C)[C@@H](C(=O)N2CCOCC2)C[C@H](CC(=O)NCCN2CCOCC2)C(=O)N1CC3
  .	.	2%	4	12%	1%[46.1 µM]	0%	5%	13	-1
O=C1C(Cl)=C(N2CCCCC2)C(=O)N1Cc1ccccc1
  ?	6%	18%	-1	10%	-3%[46.1 µM]	1%	-6%	38	-2
CCCOc1ccc(-c2c(C(=O)N/N=C/c3ccc(C)o3)nnn2-c2nonc2N)cc1
  3	-11%	-2%	-8	-5%	1%	2%	-1%	-12	-13
O=C(COc1cccc2ccccc12)NNC(=O)Nc1ccccc1
  -2	-2%	15%	-13	8%	.	-2%	-12%	36	-18
COc1ccc(C2C(C(=O)N3CCN(C)CC3)c3cc(OC)c(OC)cc3C(=O)N2C)cc1 (stereo not drawn)
  0	1%	-7%	19	1%	-8%	-1%	4%	0	5
CC(C)NC(=O)CSc1nc(Cc2ccccc2)nc2ccccc12
  13	1%	16%	-6	-6%	.	1%	16%	-6	-2
CCOC(=O)c1cc(C)sc1NC(=O)c1ccc(Cl)s1
  1	3%	3%	-1	-2%	-16%	1%	-18%	-5	-7
O=C(CS(=O)(=O)Cc1ccccc1)Nc1nc2ccccc2s1
  -13	-1%	2%	-12	15%	5%	0%	2%	-3	-1
CCOc1ccccc1CNC(c1ccccc1)c1ccccc1
  -5	0%	?	-39	-4%	4%	-2%	4%	-3	10
Cc1ccc([C@@H]2[C@@H]3C(=O)N(c4ccccc4)C(=O)[C@@H]3[C@]3(C)C(=O)N(Cc4ccc(-c5ccccc5)cc4)CC(=O)N23)o1
  4	6%	2%	-1	7%	-2%	-5%	5%	6	14
CN1CCN(C(c2ccccn2)c2cc(Cl)c3cccnc3c2O)CC1 (stereo not drawn)
  5	-4%	-1%	-3	2%	-6%	-8%	6%	10	6
CCN(c1ccc(C(=O)CSc2nnc(C3CC3)n2C2CC2)cc1)S(C)(=O)=O
  -1	-3%	-5%	-6	0%	9%	-1%	-5%	13	-2
Cc1ccc(C2(c3ccccc3)NC(=O)N(CC(=O)N(C)C3CCS(=O)(=O)C3)C2=O)cc1C (stereo not drawn)
  -2	-5%	0%	-41	12%	-2%	2%	2%	27	2
O=[N+]([O-])c1cccc(S(=O)(=O)NCc2ccncc2)c1
  -1	2%	1%	-15	?	-6%	2%	-5%	-15	14
O=C1c2cnc3nc(SCc4cccc(Cl)c4)nn3c2CC2c3ccccc3CCN12 (stereo not drawn)
  -2	17%	-2%	-12	5%	-7%	-9%	-3%	2	30
COc1ccc(-c2cc(=O)[nH][nH]2)cc1OC
  3	-2%	-2%	-12	2%	-2%	2%	-3%	2	2
Cc1cc(NC(=O)CCCN2C(=O)c3cccnc3C2=O)no1
  -4	2%	2%	10	2%	-1%	1%	-10%	24	-8
N#CCCn1cc(/C=N/O)c(-c2cccc([N+](=O)[O-])c2)n1
  2	7%	1%	-9	-3%	-3%	-1%	7%	-10	-13

Other compounds.
Each structure is followed by: TRPV1 agonist	Mito fusion yeast	AT treatment	KCNH2 3.1 inh	ELG1 DNA repair	TCR activator	USP2a inh	Eya2 inh	TSHR antagonist	KCNH2 WT inh
Cc1cccc(Cn2nc(C(C)(C)C)cc2C(=O)Nc2ccc(F)cc2)c1
  ?	21%	15%	-20	?	10%	-4%	-19%	-12	6
Cc1oc(/C=N/NC(=O)CC2(C)OCCO2)cc1Br
  -5	5%	-3%	12	?	2%[46.1 µM]	3%	2%	3	-8
COC(=O)NNC(=O)c1ccc(C(C)(C)C)cc1
  0	.	2%	-10	?	0%[46.1 µM]	2%	3%	3	-33
Cc1cc(SC#N)cc(C)c1NC(=O)CCl
  7	-31%[inhibitor]	-19%	27	-26%	-8%[46.1 µM]	5%	7%	14	-1
O=C(c1ccc(Cl)c([N+](=O)[O-])c1)N(Cc1cccc(Cl)c1)C1CCS(=O)(=O)C1 (stereo not drawn)
  5	0%	-17%	20	19%	-9%[46.1 µM]	1%	0%	21	1
Cc1nc2ccccc2c(C)c1CC(=O)OC(C)C(=O)NC1(C#N)CCCCC1 (stereo not drawn)
  0	1%	4%	-6	-1%	-4%	-1%	-15%	3	2
CC(C)(C)c1ccc(/C=N/Nc2nncn2N)cc1
  0	-1%	50%	1	?	.	-16%	-11%	16	-9
O=C1SC(SCc2ccccc2Cl)=N/C1=C\c1ccc(C(=O)O)cc1
  3	3%	-2%	10	-4%	-7%	-6%	6%	-1	0
CC(CCc1ccc(O)cc1)N(C)CCc1ccccc1 (stereo not drawn)
  2	2%	-5%	-8	3%	3%	1%	-28%	7	22
COc1ccc(CN2C(=O)C(CC(C)C)Nc3ncnc(N4CCCCC4)c32)cc1 (stereo not drawn)
  ?	4%	2%	6	14%	0%	3%	-4%	-7	-10
NC1=NC(=O)C(CC(=O)NCc2ccccc2)S1 (stereo not drawn)
  2	-13%	2%	11	14%	4%	5%	2%	20	-1
O=C(OC1CCS(=O)(=O)c2sccc21)c1ccccc1 (stereo not drawn)
  1	0%	-2%	0	0%	-14%	1%	-4%	6	-4
COc1ccc(Cl)cc1NC(=O)CSc1nnc(Cc2cccn2C)n1-c1ccc(F)cc1
  1	?	14%	-3	-28%	-8%[46.1 µM]	1%	0%	-2	-6
Cc1cccc(CSCc2ccc(C(=O)NC(C)C)o2)c1
  ?	4%	5%	-7	-9%	2%	8%	3%	-4	8
Clc1ccc(OCCN2CCOCC2)cc1Cl
  -10	-1%	5%	12	?	0%	0%	16%	4	-3
COc1ccc(OCC(O)Cn2c(Nc3cccc(C)c3)nc3c2c(=O)n(C)c(=O)n3C)cc1 (stereo not drawn)
  8	3%	0%	4	18µM*	-1%	3%	9%	0	5
CCOC(=O)c1cnn(-c2ccccc2)c1-n1cccc1C(=O)C(=O)Nc1ccccc1
  1	2%	-1%	-12	23%	-5%	-1%	14%	-6	-15
O=C(NCC(=O)N(c1cccc(F)c1)C(C(=O)NC1CCCC1)c1ccco1)c1ccco1 (stereo not drawn)
  -2	13%	2%	10	16%	-14%	-1%	-3%	1	-3
COCCNC(=O)CN(c1ccc(C)cc1)S(=O)(=O)c1ccccc1
  -4	6%	6%	-18	13%	-1%	3%	-2%	-2	-4
CCOCCn1[nH]c2ccccc2c1=O
  4	-2%	-10%	15	14%	-1%	0%	-8%	7	3

Next part.
Each structure is followed by: TRPV1 agonist	Mito fusion yeast	AT treatment	KCNH2 3.1 inh	ELG1 DNA repair	TCR activator	USP2a inh	Eya2 inh	TSHR antagonist	KCNH2 WT inh
Cc1cccc(C)c1NC(=O)c1ccc(-n2cnnn2)cc1
  0	-3%	4%	2	1%	-1%	1%	-18%	-8	2
COc1ccc(CCNC(=O)c2noc3c2CCCC3)cc1OC
  3	-2%	0%	12	-11%	7%	2%	-15%	-1	5
Cc1nnsc1-c1onc(C)c1C(=O)O/N=C/c1ccc(Cl)cc1
  9	-2%	-3%	18	12%	0%	4%	-13%	-7	-1
Cc1cc(C)n2nc(SCC(=O)NC(=O)NCc3ccco3)nc2n1
  2	-5%	0%	8	3%	-5%	0%	1%	21	3
Cn1cc(CN(Cc2ccccc2)C[C@@H]2CCC(=O)N2)c(-c2ccccc2F)n1
  2	-7%	6%	20	3%	.	-3%	3%	-16	6
CC(=O)N1CCC(N(CCN2CCOCC2)C(=S)Nc2ccc(C)cc2)CC1
  2	?	-2%	-1	13%	1%	-2%	-2%	8	0
COc1cccc(C(=O)OCC(=O)c2ccc(S(=O)(=O)N3CCCCC3)cc2)c1OC
  1	6%	6%	6	-17%	-2%	-8%	38%	-6	1
